Screens from PubChem BioAssay.
aGal spleen mod = inhibitors or activators of human alpha-galactosidase in spleen homogenate. P06280. human spleen homogenate, 4MU-alpha-Gal fluorescence, 40 min. Potency, µM (doses to about 80 µM), for inactives: top-dose activity change, negative = inhibition, hits mostly inhibitors. actives 0.008% (n = 240,000). AID 2107;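 further: potency means the concentration at half of the fitted maximal effect; 0% = enzyme with vehicle and -100% = no enzyme basal signal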
Target sequence (P06280 32-429 limits assumed): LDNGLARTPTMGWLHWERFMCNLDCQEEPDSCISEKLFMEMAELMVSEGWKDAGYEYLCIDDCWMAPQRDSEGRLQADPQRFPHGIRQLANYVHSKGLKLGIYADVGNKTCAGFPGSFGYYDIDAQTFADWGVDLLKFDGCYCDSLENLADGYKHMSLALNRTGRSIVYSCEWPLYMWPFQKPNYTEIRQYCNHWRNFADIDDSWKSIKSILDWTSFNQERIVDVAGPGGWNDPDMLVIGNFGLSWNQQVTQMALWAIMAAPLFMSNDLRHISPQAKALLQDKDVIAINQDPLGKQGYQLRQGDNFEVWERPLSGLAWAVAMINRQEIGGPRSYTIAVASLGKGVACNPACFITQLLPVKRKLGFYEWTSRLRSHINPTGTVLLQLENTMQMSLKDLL
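Human spleen homogenate (1 ug) was the enzyme source, with 4-methylumbelliferyl-alpha-D-galactopyranoside (1 mM final) in pH 5.0 citrate buffer with 0.01% Tween-20. Compounds were titrated; after 40 min at 37C, NaOH/glycine stop, 4-MU fluorescence read; AC50 from Hill fits.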
LMNA splice mod = modulators of lamin A splicing. HeLa LMNA splicing GFP/RFP minigene ratio, 48 h. Potency, µM (highest dose often 46.1 µM), for the others: at the top dose ratio change, negative = inhibition, actives largely listed as inhibitors. actives 0.01% (n = 200,000); active means well fitted inhibition curve with a large enough effect in the signal ratio, with a control signal flat, not every such curve was filed as active; inconclusive means small, poorly fitted or top-dose-only effect, or effect the other way, or a change in a side signal; the % refers to the signal ratio; further: potency means the concentration at half of the fitted maximal effect; on the % scale 0 is the no-effect control and ±100 the full control effect
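S3 HeLa cells stably expressing lamin A-EGFP splicing minigene plus DsRed2, 600 cells/well, 48 h compound exposure at 37C. Laser-scanning cytometry; analysed as GFP (500-530 nm)/RFP (575-640 nm) total intensity ratio; 0.5% DMSO vehicle.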
Luc counter = counter-screen: inhibitors of Kinase-Glo firefly luciferase | AID 1379 | Q27757 | actives 0.28% (n = 200,000) | Potency, µM (titrated, usually from 38.3 µM), for the others: at the highest dose activity change, negative = inhibition, most hits filed as inhibitors | Kinase-Glo luciferase, ATP luminescence, 8 min; further: potency means the concentration at half of the fitted maximal effect; on the % scale 0 is the no-effect control and ±100 the full control effect; nearly all actives have a fitted effect of over 60% in size
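Compound is pinned into ATP-containing buffer (10 uM ATP, imidazole pH 7.2, 7 mM MgCl2). Kinase-Glo luciferase reagent is then added. Light output is recorded following an 8-min room-temperature incubation.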
CBFb-RUNX1 inh = inhibitors of human CBF-beta and RUNX1 interaction | 230,000 tested, under 10 active | Q01196+Q13951 | AlphaScreen CBFb-His/RUNX1-biotin binding, biochemical | Potency, µM (top dose mostly 59.8 µM), without a hit: top-dose activity, negative = inhibition, most hits filed as inhibitors; further: % of control where 0% means no effect
Target sequence (Q01196 whole entry, looked up): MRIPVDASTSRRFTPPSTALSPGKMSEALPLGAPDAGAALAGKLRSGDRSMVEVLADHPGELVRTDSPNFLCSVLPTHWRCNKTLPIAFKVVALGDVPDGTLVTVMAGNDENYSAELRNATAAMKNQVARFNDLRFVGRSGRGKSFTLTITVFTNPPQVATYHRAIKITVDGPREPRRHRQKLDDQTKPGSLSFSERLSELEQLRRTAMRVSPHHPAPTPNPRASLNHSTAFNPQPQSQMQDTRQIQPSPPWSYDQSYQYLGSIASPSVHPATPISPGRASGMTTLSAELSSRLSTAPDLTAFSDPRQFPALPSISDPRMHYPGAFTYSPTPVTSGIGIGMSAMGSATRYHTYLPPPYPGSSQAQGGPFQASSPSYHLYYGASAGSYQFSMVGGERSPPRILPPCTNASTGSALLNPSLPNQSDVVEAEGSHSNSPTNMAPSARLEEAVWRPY
Target sequence (Q13951 whole entry, looked up): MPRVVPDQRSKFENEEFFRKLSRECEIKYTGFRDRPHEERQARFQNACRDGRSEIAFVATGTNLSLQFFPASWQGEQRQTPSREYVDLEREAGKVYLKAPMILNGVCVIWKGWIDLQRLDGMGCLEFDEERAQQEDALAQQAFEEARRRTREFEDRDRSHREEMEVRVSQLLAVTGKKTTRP
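AlphaScreen proximity signal reports loss of binding between His-tagged CBF-beta and biotin-labelled RUNX1, each at 30 nM. Proteins are pre-associated for 20 minutes, compounds added for 15 minutes, then beads for 90 minutes, all at ambient temperature.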
Epigenetic derep = regulators of epigenetic silencing causing reporter derepression in mouse cells | murine LDR cells, GFP reporter derepression, 30 h | Potency, µM (highest dose often 53.9 µM), for inactives: top-dose GFP activation, most hits filed as activators | actives 0.2% (n = 280,000); further: potency means the concentration at half of the fitted maximal effect; % of control where 0% means no effect; nearly all actives have a fitted effect of over 60% in size
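Derepression of a silenced CMV-GFP reporter in murine LDR cells is scored by enumerating GFP-positive cells with a laser-scanning microplate cytometer after 30 hours of treatment at 37 C.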
NPSR antag = neuropeptide S receptor (human) antagonism, cAMP. Q6W5P4. CHO-NPSR cells, cAMP TR-FRET, antagonist mode. Potency, µM (highest dose often 38.3 µM), inactives show top-dose activity change, negative = inhibition, hits mostly inhibitors. actives 1% (n = 220,000). AID 1461; further: potency means the concentration at half of the fitted maximal effect; on the % scale 0 is the no-effect control and ±100 the full control effect; nearly all actives have a fitted effect of over 50% in size; many of its hits are not listed in these tables
IMPase Li cell = membrane-permeable IMPase blocker, potentiated with lithium; CHO-M1 cells, IP1 TR-FRET (IP-One), carbachol + lithium; AID 1457; actives 0.35% (n = 210,000); Potency, µM (doses to about 59.4 µM), inactives show at the top dose activity, negative = IMPase inhibition, hits mostly inhibitors;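 further: IP1 builds up when IMPase is blocked and the TR-FRET signal falls; potency means the concentration at half of the fitted maximal effect; plate controls were basal vehicle for no effect and high inhibitor control for full effect; nearly all actives have a fitted effect of over 50% in size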
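Lithium-sensitised IP1 accumulation assay; M1-expressing CHO cells treated 30 min at 37C with compound. Competitive antibody detection by time-resolved FRET followed a 10 min room-temperature lysis step.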
An asterisk follows results filed as active; u = inconclusive; x = no result given; & = joins results of further samples; [ ] = another dose, or the depositor's remark. Unless noted, the call rests on the fitted dose curve; in most records, active means well fitted curve in the direction sought with a large enough effect; inconclusive means small, poorly fitted or top-dose-only effect, or another doubt; inactive means no such curve, though single readings can be large; an effect the other way counts as inactive or inconclusive. An excerpt; rates above refer to the full screens.

SMILES	aGal spleen mod	LMNA splice mod	Luc counter	CBFb-RUNX1 inh	Epigenetic derep	NPSR antag	IMPase Li cell
O=C(COc1ncnc2c1cnn2-c1ccccc1)Nc1ccc(S(=O)(=O)N2CCCCC2)cc1	5%	u	-1%	-7%	1.0%	5%	-1%
COC(=O)c1c(NC(=O)c2ccccc2)sc(Cc2ccccc2)c1C	-2%	-5%	10%	25%	0.0%	-8%[46.1 µM]	-7%
O=C(CSc1nnnn1-c1cccc(C(=O)O)c1)NC(c1ccccc1)c1ccccc1	1%	21%[46 µM]	-3%	0%	5.1%	10%	-4%
CCN1C(=O)CSc2ccc(C(=O)NCc3ccco3)cc21	-4%	6%	10%	-6%	1.2%	-11%[46.1 µM]	-13%[38.3 µM]
CC(=O)N1CCN(c2cc3c(cc2F)c(=O)c(C(=O)O)cn3C2CC2)CC1	2%	1%[46 µM]	1%	7%	1.3%	2%	0%
COc1cccc(NC(=O)CSc2nnc(-c3cccc(OC(C)C)c3)n2N)c1	14%	-2%	x	1%	-2.1%	-14%[46.1 µM]	x
COc1ccc2c(CC(=O)OCC(=O)c3ccccc3OC)coc2c1	2%	-2%	-4%	14%	-1.0%	-12%[46.1 µM]	16%[38.3 µM]
CCCCCNc1nc(-c2ccccc2)nc(-n2ccnc2)n1	8%	x	0%	1%	2.2%	-28%	-9%
COc1cc(C2C(C(C)=O)=C(O)C(=O)N2CCc2ccc(OC)c(OC)c2)ccc1O (centres undefined)	2%	6%	1%	-2%	2.4%	0%[46.1 µM]	-19%[38.3 µM]
CC(C)(C)NS(=O)(=O)c1ccc(OCC(=O)Nc2ccc3c(c2)OCCO3)cc1	-5%	2%	-2%	0%	-2.6%	-26%[46.1 µM]	-14%[38.3 µM]
CCCCOC(=O)/C=C\C(=O)OCCCC	8%	x	x	15%	1.2%	18%	x
Cc1ccc(N)c2c1OCCC2=O	-13%	7%	1%	8%	0.0%	18%	-5%
CN(Cc1cnc2nc(N)nc(N)c2n1)c1ccc(C(=O)NC(CCC(=O)O)C(=O)O)cc1 (centres undefined)	3%	x	-1%	17%	-1.3%	x	-2%
COc1cc2c(cc1OC)C(=O)Cc1ccc3c(c1CN(C)CC2)OCO3	1%&10%&4%	x	-1%&-1%	-14%	-1.1%&-2.4%&0.8%	-2%	5%&16%&-5%
COc1cc(/C=C(/C#N)c2nc3ccccc3[nH]2)ccc1OC(=O)c1ccco1	-4%	20%	u	12%	u	-22%[46.1 µM]	37%[activator][38.3 µM]
CCc1[nH]nc2c1C(C1C=CCCC1)C(C#N)=C(N)O2 (centres undefined)	5%	u	3%	2%	u	4%	-2%
CCOC(=O)C(=O)Nc1ccccc1C(=O)OC	-2%	x	-2%	-1%	-4.7%	-12%	-8%
O=C(Nc1cc(F)ccc1F)C1CCCO1 (centres undefined)	8%	0%	-5%	-3%	-0.2%	10%[46.1 µM]	-11%[38.3 µM]
Cc1ccc(S(=O)(=O)NCCC(=O)Nc2ccc3c(c2)OCO3)cc1	-3%	3%	-2%	4%	-0.3%	2%[46.1 µM]	4%[38.3 µM]
CC(=O)Oc1c(Sc2ccccc2[N+](=O)[O-])c(C)nn1C(C)(C)C	3%	16%[9.22 µM]	-6%	13%	-0.1%	-22%	3%
Cc1ccc(NC2=C/C(=N/S(=O)(=O)c3cccs3)c3ccccc3C2=O)cc1	6%	u	-27%	-27%	-1.9%	10µM*	22%
C=CCc1cccc(/C=N/NC(=O)CCC(=O)Nc2ccc(F)cc2)c1O	-1%	u	4%	15%	-1.1%	1%	1%
Cc1ccc2c(COn3nnc4ccc(S(=O)(=O)N(C)C)cc43)cc(=O)oc2c1C	-7%	5%	0%	5%	0.0%	-7%[46.1 µM]	30%[activator][38.3 µM]
CCC(C)(c1nnnn1-c1c(C)cccc1C)N(N=O)c1cccc(C(F)(F)F)c1 (centres undefined)	-1%	12%	2%	1%	0.0%	-15%[46.1 µM]	6%
CCc1n[nH]c(=S)n1/N=C/c1c[nH]c2ccc(Br)cc12	-9%	u	-2%	-7%	0.0%	-40%	12%

Some entries already given with just Epigenetic derep:
compound,Epigenetic derep
COc1cc(/C=C(/C#N)c2nc3ccccc3[nH]2)ccc1OC(=O)c1ccco1,u
CCc1[nH]nc2c1C(C1C=CCCC1)C(C#N)=C(N)O2 (centres undefined),u
CCOC(=O)C(=O)Nc1ccccc1C(=O)OC,-4.7%

Following part.
SMILES	aGal spleen mod	LMNA splice mod	Luc counter	CBFb-RUNX1 inh	Epigenetic derep	NPSR antag	IMPase Li cell
CNC(=S)NNC(=O)c1cn(C)nc1C	7%	x	1%	8%	-0.6%	10%	-1%
Cc1csc2nc(CCNS(=O)(=O)c3cccs3)cn12	9%	2%	-8%	1%	-1.0%	-6%[46.1 µM]	6%[38.3 µM]
COc1ccc(/C=N/NC(=O)c2ccoc2C)cc1OC	4%	4%	-19%	3%	-1.8%	5%	1%
O=C(Nc1ccc(Cl)cc1C(=O)NCCN1CCOCC1)c1ccc(Cl)cc1Cl	-7%	9%	-1%	-4%	0.5%	-5%[46.1 µM]	29%[38.3 µM]
Cc1ccc(C)c(OCc2n[nH]c(=S)o2)c1	7%	x	x	7%	2.5%	-10%	x
COc1ccc(OC)c(CN2C(=O)c3ccccc3C2C(=O)NCc2cccnc2)c1 (centres undefined)	-7%	-1%	-1%	-3%	-0.8%	-1%[46.1 µM]	10%[38.3 µM]
CCn1c(SCC(=O)Nc2cc(C)c(Cl)cc2OC)nnc1-c1ccco1	-13%	1%	1%	-5%	-1.1%	-26%[46.1 µM]	40%[activator][38.3 µM]
O=C(COC(=O)c1ccc[nH]c1=O)Nc1cc(S(=O)(=O)N2CCCCC2)ccc1Cl	-1%	x	x	4%	2.4%	17%	-5%
Cc1oc(/N=C/c2c(O)ccc3ccccc23)c(C#N)c1C	4%	3%	-1%	0%	4.3%	1%[46.1 µM]	1%[38.3 µM]
Cc1cccc(-n2nnc(C(=O)Nc3ccc(F)cc3)c2N)c1	-4%	u	-3%	22%	-7.4%	-28%[46.1 µM]	11%[38.3 µM]
O=C(CCS(=O)(=O)c1ccccc1Cl)NCc1ccc(F)cc1	0%	x	x	7%	2.4%	-23%	x
CCCCNC(=O)C1CCC(CNS(=O)(=O)c2ccc(NC(C)=O)cc2)CC1 (centres undefined)	-2%	u	2%	-1%	-1.1%&8.7%	6%	-3%
C=CCn1c(-c2cccn(Cc3ccc(Cl)cc3)c2=O)n[nH]c1=S	-24%	5%	-5%	2%	-1.2%	-20%[46.1 µM]	2%[38.3 µM]
COC(=O)c1ccc(OC)cc1OCC(=O)N1CCN(c2ccc(F)cc2)CC1	-11%	3%	-8%	-5%	1.4%	-10%[46.1 µM]	11%[38.3 µM]
C=CCn1c(O)c(N=NC(=O)CNC(=O)c2ccco2)c2ccccc21	-3%	u	0%	2%	-1.8%	-14%	1%
CC(=O)c1cc(-c2ccccc2)n(CC(=O)Nc2ccc(C)c(C)c2)c1C	4%	u	-4%	-10%	-1.1%&0.0%	-11%	10%
COc1ccccc1Nc1nc(-c2sc(NC(=O)c3ccccc3)nc2C)cs1	-18%	5%	-18%	-12%	2.0%	-7%[46.1 µM]	-8%[38.3 µM]
Oc1ccc(N=Cc2ccc(-c3cccs3)s2)cc1	u	u	-2%	u	10%	u	-5%[38.3 µM]
O=C(Nc1ccccc1)N1CCCCC1c1cccnc1 (centres undefined)	3%	-5%	0%	9%	-1.0%	-3%[46.1 µM]	19%[38.3 µM]
CCO[C@H]1OC(C(=O)N2CCCCCCC2)=C[C@@H](c2coc3ccccc3c2=O)[C@@H]1CCCO	-13%	x	x	4%	-3.0%	34%	4%
O=[N+]([O-])c1cc(S(=O)(=O)N2CCOCC2)ccc1N1CCCC1	-13%	-10%[46 µM]	5%	12%	0.0%	23%	24%
COc1ccc(CNC(=O)c2cc(-c3ccncc3)nc3c(C)cc(C)cc23)cc1OC	-6%	8%[46 µM]	0%	-16%	3.5%	-25%	21%
O=C(NCc1ccc(F)cc1)c1cc(-c2ccco2)on1	5%	-11%	3%	7%	-0.9%	10%[46.1 µM]	-6%
COc1cnc(-c2ccccn2)nc1Oc1ccc(Cl)c2ccccc12	-19%	u	-3%	-20%	-2.0%	-24%[46.1 µM]	-1%[38.3 µM]
COc1cccc(N2CCN(C(=O)c3ccc4nc(N5CCCCC5)sc4c3)CC2)c1	3%	u	2%	-3%	1.4%	-4%[46.1 µM]	9%[38.3 µM]
SMILES	aGal spleen mod	LMNA splice mod	Luc counter	CBFb-RUNX1 inh	Epigenetic derep	NPSR antag	IMPase Li cell
Cc1nnc(C)n1/N=C/c1cc2ccccc2nc1Cl	5%	u	5%	6%	u	0%	1%
COc1ccc(Cc2nc(-c3cccs3)no2)cc1	5%	-11%[46 µM]	3%	23%	-0.1%	-2%	-3%
CN(C)C(=O)N1CCC(C(=O)NCc2ccccc2)CC1	-6%	9%	4%	4%	1.1%	u	21%[38.3 µM]
S=c1[nH]nc(-c2ccc(Cl)cc2Cl)n1-c1ccc2c(c1)OCCO2	-7%	x	x	-7%	-1.2%	u	x
COc1ccc2c(=O)c(Oc3ccc(C(=O)O)cc3)c(C(F)(F)F)oc2c1	2%	u	-1%	11%	-4.5%	-16%	-4%
N=C(N)c1ccc(Cl)cc1	2%	u	1%	8%	1.2%	22%	2%
Cc1ccc(NC(=O)c2cc(=O)c3ccccc3o2)cc1S(=O)(=O)N1CCCCC1	-11%	x	2%	-4%	1.3%	-43%	18%
CC(C)(C)OC(=O)NNC(=O)c1cccs1	0%	x	-3%	-1%	1.1%	12%	3%
COc1ccc(/C=N/NC(=O)CC(=O)NCCc2ccccc2)cc1OC	-4%	14%	-5%	-1%	-1.1%	-9%[46.1 µM]	1%[38.3 µM]
O=C(CC12CC3CC(CC(C3)C1)C2)NC(=S)NCc1ccco1	-4%	x	2%	u	-0.1%	u	19%
COc1ccc(N(C(C)C(=O)Nc2cccnc2)S(C)(=O)=O)cc1 (centres undefined)	2%	-3%[46 µM]	-4%	14%	1.1%	2%	7%
Cc1cc(C(F)(F)F)nn1CC(=O)NNC(=S)NCC(C)C	-6%	-1%	5%	0%	-0.2%	-4%[46.1 µM]	-19%[38.3 µM]
